# Source: PubChem (National Center for Advancing Translational Sciences (NCATS))
# WRN helicase inh: WRN helicase (human) inhibition | Q14191 | WRN helicase unwinding, fluorescent forked duplex, kinetic | Potency, µM (titrated, usually from 114 µM), inactives show at the highest dose activity change, negative = inhibition, actives largely listed as inhibitors | actives 0.46% (n = 360,000) | AID 651768; also: potency is read from the fitted curve at half-maximal effect; % is scaled to controls: 0 for no effect and ±100 for the full control effect; nearly all actives have a fitted effect of over 55% in size
# Target sequence (Q14191 whole entry, looked up): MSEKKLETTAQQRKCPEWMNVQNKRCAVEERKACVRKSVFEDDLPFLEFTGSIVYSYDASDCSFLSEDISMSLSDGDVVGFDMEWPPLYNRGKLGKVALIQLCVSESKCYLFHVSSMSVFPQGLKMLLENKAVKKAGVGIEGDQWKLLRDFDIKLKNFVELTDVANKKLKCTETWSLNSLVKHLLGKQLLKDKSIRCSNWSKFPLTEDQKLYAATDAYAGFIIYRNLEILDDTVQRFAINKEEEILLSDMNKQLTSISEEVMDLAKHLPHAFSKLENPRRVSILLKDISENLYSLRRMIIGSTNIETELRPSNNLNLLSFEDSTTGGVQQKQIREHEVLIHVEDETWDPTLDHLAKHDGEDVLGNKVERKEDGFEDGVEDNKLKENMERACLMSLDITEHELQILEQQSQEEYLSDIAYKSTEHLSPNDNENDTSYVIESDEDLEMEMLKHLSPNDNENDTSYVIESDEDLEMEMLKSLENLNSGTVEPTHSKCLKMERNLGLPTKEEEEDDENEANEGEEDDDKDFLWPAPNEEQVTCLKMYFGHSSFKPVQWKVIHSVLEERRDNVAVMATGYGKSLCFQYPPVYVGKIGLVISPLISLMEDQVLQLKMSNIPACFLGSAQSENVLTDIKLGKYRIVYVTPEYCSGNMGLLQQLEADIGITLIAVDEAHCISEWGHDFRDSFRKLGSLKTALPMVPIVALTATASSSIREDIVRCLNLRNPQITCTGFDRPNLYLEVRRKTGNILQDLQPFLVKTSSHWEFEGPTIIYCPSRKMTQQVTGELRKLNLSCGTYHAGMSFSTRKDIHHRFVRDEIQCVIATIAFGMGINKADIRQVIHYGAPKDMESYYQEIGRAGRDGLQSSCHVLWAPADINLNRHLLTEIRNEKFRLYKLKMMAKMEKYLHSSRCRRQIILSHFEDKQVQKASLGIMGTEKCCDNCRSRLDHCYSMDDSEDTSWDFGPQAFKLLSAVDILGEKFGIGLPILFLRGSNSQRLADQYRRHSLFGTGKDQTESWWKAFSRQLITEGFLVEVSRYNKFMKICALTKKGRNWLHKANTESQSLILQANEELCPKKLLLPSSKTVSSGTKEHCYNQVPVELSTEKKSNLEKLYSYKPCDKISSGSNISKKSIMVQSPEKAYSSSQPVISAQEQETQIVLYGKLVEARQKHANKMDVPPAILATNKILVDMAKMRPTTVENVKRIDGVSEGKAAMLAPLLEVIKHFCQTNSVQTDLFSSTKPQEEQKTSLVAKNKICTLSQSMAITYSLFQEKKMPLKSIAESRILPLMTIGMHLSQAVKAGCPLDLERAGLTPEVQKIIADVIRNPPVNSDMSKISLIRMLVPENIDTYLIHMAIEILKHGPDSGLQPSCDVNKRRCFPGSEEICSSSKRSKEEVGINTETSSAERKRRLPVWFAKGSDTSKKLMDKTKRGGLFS
#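 Kinetic red-fluorescence monitoring (525/598 nm) tracks WRN helicase activity after 100 nM fluorophore-quencher forked duplex and 2 mM ATP are added to 20 nM enzyme pretreated 15 min at room temperature with compound.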
# HT1080 IDH1KD tx: toxicity to HT-1080 IDH1 knockdown cells (counter line). HT-1080 IDH1 knockdown viability, ATP luminescence, 48 h. Potency, µM (top dose mostly 46.1 µM), for the others: at the highest dose activity, negative = toxicity, actives largely listed as cytotoxic. actives 2% (n = 360,000). AID 686971;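 also: potency is read from the fitted curve at half-maximal effect; 0% = DMSO wells and -100% = cell-free medium wells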
#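 Viability of IDH1-knockdown HT-1080 fibrosarcoma cells was assessed by CellTiter-Glo after 48 h at 37 °C with titrated compound; concentration-effect curves were classified by fit quality and response size.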
# SW480 rereplic: inducers of DNA re-replication in SW480 colon cancer cells. SW480 DNA re-replication, Hoechst DNA content imaging, 48 h. AID 624297. Potency, µM (series often up to 46.1 µM), without a hit: at the top dose re-replication activation, actives largely listed as activators. actives 1.8% (n = 340,000); also: potency is read from the fitted curve at half-maximal effect; % of control where 0% means no effect; nearly all actives have a fitted effect of over 55% in size
#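 250 cells/well; 23 nL cpd via pin tool; 48 hr, 37 C, 5% CO2; Hoechst 40 min; imager read of total nuclear intensity, ex 405/em 500-530 nm.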
# KB-3-1 tox: KB-3-1 parental cell cytotoxicity. KB-3-1 viability, CellTiter-Glo ATP luminescence, 72 h. Potency, µM (top dose mostly 46.1 µM), inactives show top-dose activity change, negative = cytotoxic, usual class: cytotoxic. actives 1.4% (n = 400,000); also: potency is read from the fitted curve at half-maximal effect; % is scaled to controls: 0 for no effect and ±100 for the full control effect; nearly all actives have a fitted effect of over 60% in size
#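 Screening of KB-3-1 cells (DMEM, 10% FBS, phenol-red free) ran from lowest to highest compound concentration; after 72 h at 37 °C viability was read luminescently and curves fitted.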
# ATXN2 expr inh: inhibitors of ATXN2 expression | HEK-293 ATXN2-luciferase reporter, luminescence, 24 h | Potency, µM (doses to about 57 µM), inactives show at the highest dose activity change, negative = inhibition, actives largely listed as inhibitors | actives 0.72% (n = 360,000) | AID 1745845; also: potency is read from the fitted curve at half-maximal effect; % is scaled to controls: 0 for no effect and ±100 for the full control effect; nearly all actives have a fitted effect of over 55% in size
#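 qHTS (up to 57 uM final) was run with 24 h compound exposure of reporter cells at 37 °C. Each well was multiplexed: SteadyGlo luminescence measured ATXN2-luciferase expression after a fluorogenic Gly-Phe-AFC viability readout (25 uM final).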
# HT1080-NT tox: kills 2HG-producing HT-1080-NT fibrosarcoma cells; actives 1.6% (n = 360,000); HT-1080-NT fibrosarcoma viability, CellTiter-Glo ATP luminescence, 48 h; Potency, µM (top dose mostly 46.1 µM), for inactives: at the highest dose activity, negative = less viability, most hits filed as cytotoxic;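 also: NT is the 2HG producing partner of a matched IDH1 knockdown line; potency is read from the fitted curve at half-maximal effect; 0% = DMSO-treated cells and -100% = media-only wells without cells; nearly all actives have a fitted effect of over 55% in size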
#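 A 48-hour cytotoxicity screen used HT-1080-NT cells plated 2 hours before compound delivery. ATP-based CellTiter-Glo luminescence measured viability, normalized to DMSO and no-cell controls.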
# MCF10A rereplic: inducers of DNA re-replication in MCF 10A breast cells; actives 2.9% (n = 350,000); Potency, µM (top dose mostly 46.1 µM), inactives show at the top dose activity, positive = re-replication, hits mostly activators; MCF 10A DNA re-replication, Hoechst nuclear intensity, 48 h; also: potency is read from the fitted curve at half-maximal effect; % of control where 0% means no effect; nearly all actives have a fitted effect of over 50% in size
# IL-1B inflam inh: inhibitors of inflammasome signaling (IL-1 beta secretion); AID 743279; THP-1 LPS/ATP IL-1B secretion, AlphaLISA, 16 h; active compounds read low; actives 4.7% (n = 360,000); activity change, % at 57.5 µM; in the data active = activity change below about -50%; inconclusive = mostly about -30% to -49%; also: % is scaled to controls: 0 for no effect and ±100 for the full control effect
#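 Secreted IL-1B measured by AlphaLISA bead assay after 16 h compound exposure of THP-1 cells; compounds (final up to 57.5 uM) added 1 h before LPS (250 ng/mL) and ATP (1.25 mM) stimulation; lower signal means less secretion.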
# KB-V1 MDR tox: kills drug-selected multidrug resistant KB-V1 cells; AID 1347076; actives 3.4% (n = 400,000); Potency, µM (series often up to 46.1 µM), for inactives: at the highest dose activity change, negative = cytotoxicity, actives largely listed as cytotoxic; KB-V1 MDR cells viability, CellTiter-Glo, 72 h; also: potency is read from the fitted curve at half-maximal effect; % is scaled to controls: 0 for no effect and ±100 for the full control effect; nearly all actives have a fitted effect of over 60% in size
#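 KB-V1 MDR subline cells in DMEM (phenol-red free, 10% FBS) exposed to compounds in qHTS concentration series for 72 h at 37 degrees C. Viability read by CellTiter-Glo luminescence; concentration-effect curves fitted after normalization and correction.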
# An asterisk follows results filed as active; ? = inconclusive; . = no result given; & = joins results of further samples; [ ] = remark or other dose. Unless noted, calls follow the shape of the dose curve; as a rule, active = well fitted curve in the direction sought with a large enough effect; inconclusive = small, poorly fitted or top-dose-only effect, or another doubt; inactive = no such curve, though single readings can be large; an effect the other way counts as inactive or inconclusive. Compounds were not picked by outcome; 12% or so of the library scored in one or more.
canonical_smiles,WRN helicase inh,HT1080 IDH1KD tx,SW480 rereplic,KB-3-1 tox,ATXN2 expr inh,HT1080-NT tox,MCF10A rereplic,IL-1B inflam inh,KB-V1 MDR tox
O=[N+]([O-])c1ccc(/C=C2\CCC(C3=CCCC3)=C2N2CCOCC2)cc1,-3%,-17%,?,1%,23%,1%,23µM*,?,?
O=C(Nc1ccc2nc(-c3cccs3)[nH]c2c1)c1cccs1,-35%,?,8%,?,33%,?,23%,-16,-10%
COC(=O)c1ccc(N2C(=O)CC(N3CCN(C(=O)c4ccco4)CC3)C2=O)cc1 (stereo not given),-4%,-1%,11%,6%,-3%,7%,-19%,11,15%
O=C(CCCn1c(=O)c2ccccc2n(CC(=O)N2CCN(c3ccccc3)CC2)c1=O)NCc1ccco1,-6%,6%,-3%,-1%,2%,6%,-2%,5,-24%
COC(=O)c1ccc(NC(=O)CN2CCN(CC#N)CC2)cc1,-10%,15%,0%,8%,-4%,10%,1%,12,0%
CC(=O)c1cccc(NC(=O)C2CCCN2S(=O)(=O)c2ccccc2C(F)(F)F)c1 (stereo not given),-6%,-1%,.,0%,.,-3%,.,3,-11%
CC(C)c1cc(C(=O)O)c2ccccc2n1,-2%,6%,-2%,12%,-9%,-3%,2%,12,-13%
CCN(CC)S(=O)(=O)c1ccc2c(c1)nc(SCC(=O)N(C)C1CCS(=O)(=O)C1)n2CC (stereo not given),-8%,-6%,-90%[inhibitor],5%,-7%,-12%,4%,-9,12%
O=[N+]([O-])c1ccc(CN2CCOCCOCCN(Cc3ccc([N+](=O)[O-])cc3)CCOCC2)cc1,0%,?,9%,0%,?,-2%,9%,-142*,?
CCCOc1ccc(F)cc1-c1cc(C(=O)NCc2ccccc2OC)[nH]n1,-7%,0%,.,-2%,-19%,-20%,.,-19,-6%
C=CCOc1ccc(C2=NO[C@@H]3[C@@H]4C[C@@H]([C@H]5C(=O)N(C)C(=O)[C@@H]45)[C@H]23)cc1,3%,-3%,5%,-20%,.,-2%,13%,13,?
CCOc1ccc(N(CC(=O)NC2CCCCC2)S(=O)(=O)c2c(C)noc2C)cc1,1%,-1%,-6%,0%,-4%,0%,3%,-7,-18%
O=c1c([N+](=O)[O-])cccn1Cc1ccccc1Cl,-2%,?,18%,?,?,-26%,0%,12,3%
CN1Cc2cccc3c2C(Cc2ccccc2S3)C1 (stereo not given),-7%,-23%,4%,0%,-10%,?,?,33,-24%
O=C1CC(c2ccccc2)c2ccccc21 (stereo not given),3%,-1%,-4%,11%,-13%,2%,-15%,-1,25%

# Single records, as listed above. Screens in order: WRN helicase inh	HT1080 IDH1KD tx	SW480 rereplic	KB-3-1 tox	ATXN2 expr inh	HT1080-NT tox	MCF10A rereplic	IL-1B inflam inh	KB-V1 MDR tox
# COC(=O)c1ccc(N2C(=O)CC(N3CCN(C(=O)c4ccco4)CC3)C2=O)cc1 (stereo not given) across the screens: -4%	-1%	11%	6%	-3%	7%	-19%	11	15%
# COC(=O)c1ccc(NC(=O)CN2CCN(CC#N)CC2)cc1 across the screens: -10%	15%	0%	8%	-4%	10%	1%	12	0%

# Next results.
canonical_smiles,WRN helicase inh,HT1080 IDH1KD tx,SW480 rereplic,KB-3-1 tox,ATXN2 expr inh,HT1080-NT tox,MCF10A rereplic,IL-1B inflam inh,KB-V1 MDR tox
O=C(N/N=C/c1ccc(Cl)cc1)c1cc2c(s1)-c1ccccc1CC2,-9%,?,?,21µM*,-9%,?,?,15,?
CC1(C(=O)Nc2ccc3ccccc3c2)CCC(=O)N1CC(F)(F)F (stereo not given),-7%,5%,.,0%,1%,11%,.,-18,-7%
CCOC(=O)c1cc2sccc2n1CCCN1C(=O)c2ccccc2C1=O,-11%,-6%,10%,-2%,4%,-2%,21µM*,7,?
CCn1ncc(Br)c1C(=O)Nc1nccs1,-9%,11%,-3%,4%,-1%,1%,?,-6,-12%
O=C(C1Cc2ccccc2O1)N1CCCCC1 (stereo not given),-3%,-10%,6%,-11%,13%,10%,3%,3,-3%
O=C(COC(=O)c1ccco1)NCc1ccc(Cl)cc1Cl,-21%,20%,-6%,7%,-8%,-3%,0%,0,?
CC1(C(=O)Nc2cccc3ccccc23)CCN1C(=O)Cc1ccc(Cl)cc1Cl (stereo not given),-1%[57.1 µM],?,.,?,4%,?,.,-22,?
Cc1cc(N2CC34C=CC(O3)C(C(=O)O)C4C2=O)no1 (stereo not given),3%,2%,0%,21%,6%,1%,-10%,10,-7%
CCCS(=O)(=O)c1nc(S(=O)(=O)c2ccc(C)cc2)c(NCCCN(C)C)s1,2%,3%,-44%[inhibitor],0%,0%,3%,-3%,-19,-9%
COc1ccc(-c2ccc(C(=O)Nc3cccc(Oc4ccccc4)c3)c3occc23)c(C)c1,-2%,-19%,.,0%,-4%,-1%,.,7,-5%
CC(=O)c1c(C)[nH]c(C(=O)CN2C(=O)NC3(CCCCC3C)C2=O)c1C (stereo not given),-4%,-16%,-82%[inhibitor],-16%,10%,-14%,-13%,32,-2%
COc1ccc(NC(C)c2ccccc2)cc1 (stereo not given),10%,12%,-3%,-1%,18%,10%,-15%,10,0%
S=C(NCCCN1CCOCC1)NC1CCCC1,-1%,10%,6%,3%,.,18%,5%,100,-1%
Brc1ccc2[nH]c3nc(SCCN4CCOCC4)nnc3c2c1,-15%,?,0%&2%,-17%&-10%,-29%&-10%,?,1%&-6%,10&7,-23%&-20%
Cc1ccc([N+](=O)[O-])cc1S(=O)(=O)Nc1ccc(C(=O)N(C)C)cc1,-19%,2%,-19%,6%,-13%,-3%,1%,27,3%

# Reformatted: results already given.
Cc1cc(N2CC34C=CC(O3)C(C(=O)O)C4C2=O)no1 (stereo not given)
  WRN helicase inh = 3%
  HT1080 IDH1KD tx = 2%
  SW480 rereplic = 0%
  KB-3-1 tox = 21%
  ATXN2 expr inh = 6%
  HT1080-NT tox = 1%
  MCF10A rereplic = -10%
  IL-1B inflam inh = 10
  KB-V1 MDR tox = -7%

CCCS(=O)(=O)c1nc(S(=O)(=O)c2ccc(C)cc2)c(NCCCN(C)C)s1
  WRN helicase inh = 2%
  HT1080 IDH1KD tx = 3%
  SW480 rereplic = -44%[inhibitor]
  KB-3-1 tox = 0%
  ATXN2 expr inh = 0%
  HT1080-NT tox = 3%
  MCF10A rereplic = -3%
  IL-1B inflam inh = -19
  KB-V1 MDR tox = -9%

COc1ccc(-c2ccc(C(=O)Nc3cccc(Oc4ccccc4)c3)c3occc23)c(C)c1
  WRN helicase inh = -2%
  HT1080 IDH1KD tx = -19%
  SW480 rereplic = .
  KB-3-1 tox = 0%
  ATXN2 expr inh = -4%
  HT1080-NT tox = -1%
  MCF10A rereplic = .
  IL-1B inflam inh = 7
  KB-V1 MDR tox = -5%

CC(=O)c1c(C)[nH]c(C(=O)CN2C(=O)NC3(CCCCC3C)C2=O)c1C (stereo not given)
  WRN helicase inh = -4%
  HT1080 IDH1KD tx = -16%
  SW480 rereplic = -82%[inhibitor]
  KB-3-1 tox = -16%
  ATXN2 expr inh = 10%
  HT1080-NT tox = -14%
  MCF10A rereplic = -13%
  IL-1B inflam inh = 32
  KB-V1 MDR tox = -2%

# The main list resumes, repeating the 3 entries before the break.
canonical_smiles,WRN helicase inh,HT1080 IDH1KD tx,SW480 rereplic,KB-3-1 tox,ATXN2 expr inh,HT1080-NT tox,MCF10A rereplic,IL-1B inflam inh,KB-V1 MDR tox
S=C(NCCCN1CCOCC1)NC1CCCC1,-1%,10%,6%,3%,.,18%,5%,100,-1%
Brc1ccc2[nH]c3nc(SCCN4CCOCC4)nnc3c2c1,-15%,?,0%&2%,-17%&-10%,-29%&-10%,?,1%&-6%,10&7,-23%&-20%
Cc1ccc([N+](=O)[O-])cc1S(=O)(=O)Nc1ccc(C(=O)N(C)C)cc1,-19%,2%,-19%,6%,-13%,-3%,1%,27,3%
CC1=C(C(N)=O)C(c2cccs2)NC(=O)N1 (stereo not given),1%,4%,5%,9%,-15%,7%,3%,14,1%
COc1ccc(CN2CCN(Cc3ccccc3)C(CCO)C2)cc1OC (stereo not given),8%,5%,-2%,5%,1%,3%,5%,-6,0%
Cc1ccc(NC2c3ccccc3C(=O)N2CCN2CCOCC2)cc1 (stereo not given),-1%,-2%,-2%,4%,2%,-17%,16%,-2,2%
COc1cc(CNC[C@H]2O[C@@H](n3cnc(C(N)=O)n3)[C@H](O)[C@@H]2O)ccc1OCc1cccc(Cl)c1,3%,2%,-18%,-4%,11%,-1%,?,-29,0%
CCN(CC)C(=O)CSC(=Nc1ccccc1F)NC#N,-23%[57.1 µM],7%,3%,11%,40%[activator],4%,3%,-7,0%
CCCNC(=O)NC1CCCCCCC1,4%,-12%,?,2%,-17%,0%,?,0,-5%
CC(=O)N1CC2(C)CN(C(C)=O)CC(C)(C1)C2=O,-5%,-1%,-11%,-4%,2%,2%,-4%,0,16%
CCSc1nnc(CCNS(=O)(=O)c2ccc(C(C)=O)cc2)n1C,-2%,6%,-2%,10%,-23%,12%,?,-1,6%
CC(C)OC(=O)C1C(=O)CC(C)(O)C(C(=O)OC(C)C)C1c1ccc(F)cc1 (stereo not given),6%,?,-6%,-5%,-2%,?,-6%,-6,7%
CCCN(C(=O)c1ccco1)c1nnc(-c2ccncc2)s1,2%,11%,-1%,18%,9%,5%,-12%,-9,-14%
c1ccc(Cn2ncc3c(N4CCOCC4)ncnc32)cc1,-6%,7%,0%,-2%,6%,-3%,16%,-14,5%
